# ARNT-TACC3 inh – disrupts binding between human ARNT and TACC3; 390,000 tested, 0.66% active; AlphaScreen His-ARNT PAS-B/GST-TACC3 binding, luminescence; TACC3 fragment carries E629A point mutation; inhibition, % at 9.99 µM; AID 623870; Q9Y6A5;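 active = mean inhibition of replicates at least 50% and at least half of replicates each reaching 50%; inconclusive = half or more replicates reach 50% but mean below 50%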;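 also: 0% = complete ARNT plus TACC3 wells and 100% = ARNT alone without TACC3; many hits fall short of the cut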
# ERp5 block – blocks human ERp5 reductase activity on insulin; inhibition, % at 9.99 µM; ERp5 insulin aggregation, absorbance 650 nm, 90 min; 350,000 tested, 0.05% active; AID 651711; Q15084;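 active = mean replicate inhibition above about 25%, with every replicate also reaching it, limit read from the data, passing the limit was not always enough; inconclusive = only one of those two criteria met; inactive = neither criterion met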
# Target sequence (Q15084 whole entry, looked up): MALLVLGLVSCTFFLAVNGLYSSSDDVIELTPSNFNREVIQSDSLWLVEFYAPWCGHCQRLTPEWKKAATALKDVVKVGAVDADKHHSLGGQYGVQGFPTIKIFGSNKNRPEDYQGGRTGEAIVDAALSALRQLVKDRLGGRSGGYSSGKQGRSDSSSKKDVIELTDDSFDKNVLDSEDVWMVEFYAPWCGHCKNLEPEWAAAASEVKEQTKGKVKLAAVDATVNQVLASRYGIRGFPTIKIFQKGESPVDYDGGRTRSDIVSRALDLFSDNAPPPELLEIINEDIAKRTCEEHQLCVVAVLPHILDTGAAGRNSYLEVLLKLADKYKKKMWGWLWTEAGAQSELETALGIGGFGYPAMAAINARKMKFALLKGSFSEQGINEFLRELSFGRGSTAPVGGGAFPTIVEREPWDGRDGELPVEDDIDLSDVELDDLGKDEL
# PAX8 inh HTS – PAX8 transcriptional activity inhibition. RMG-I TPO-luciferase reporter, SteadyGlo, 24 h. AID 652154. inhibition, % at 12.6 µM. 360,000 tested, 1.2% active;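 active = mean replicate inhibition at least 60% with every replicate also reaching 60%; inconclusive = only one of the two criteria is met; inactive = mean below 60% and not all replicates reaching 60%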;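 also: luciferase light reporting Pax8 driven TPO promoter activity; plate controls were median of neutral control wells for no effect and mitoxantrone controls for full effect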
# CFTR F508del cor – correctors of CFTR F508del function in bronchial epithelial cells; activity (quench increase), % at 7.58 µM; CFBE cells, YFP halide quenching; stimulated with forskolin plus potentiator P3; % fluorescence drop versus neutral controls; 350,000 tested, 0.36% active;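 active = mean added fluorescence quench of at least 8% versus neutral control, with both replicates also reaching 8%; inconclusive = only one of the mean or replicate conditions met; inactive = mean below 8% and not both replicates reaching 8%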;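 also: cells transiently co-express mutant CFTR-F508del with the halide-sensitive YFP; corrector assay measuring rescue of mutant channel to the surface after 24 h compound exposure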
# DENV2 CPE – protects cells from dengue virus 2 cytopathic effect | CPE inhibition, % at 9.99 µM | 350,000 tested, 1.7% active | DENV2-infected cells, cytopathic effect rescue, plate reader | AID 651640; in the data active = CPE inhibition above about 20%, passing the limit was not always enough; inconclusive = no clear call, values can overlap the other calls; tested in BHK-21 cells;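 also: 0% = median of neutral control wells and 100% = median of positive control wells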
# INS-1E GSIS act – GLuc luminescence reporter in INS-1E cells, primary screen for activators of glucose-dependent secretion of insulin; INS-1E GLuc reporter insulin secretion, 2-3 h; activation, % at 16.6 µM; 370,000 tested, 0.61% active;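 active = lowest replicate activation of at least 40%, so every replicate reaches that level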;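 also: 0% = median of neutral control wells and 100% = median of IBMX positive control wells; some compounds called inactive have numbers as strong as hits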
# XiGFP reactiv – X-chromosome reactivation activator; XiGFP mouse fibroblasts, % GFP-positive cells imaging, 3 d; cells co-treated with 5-aza-dC sensitizer; scaled so ellipticine positive control = 100%; activation, % at 7.58 µM; 360,000 tested, 0.055% active; AID 743238;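 active = mean normalized replicate activation at least 10% and every replicate at or above 10%; inconclusive = only one of the two criteria met; inactive = mean below 10% and not all replicates reach 10%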;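 also: 0% = median of on-plate neutral control wells and 100% = ellipticine 6 µM median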
#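 System: 68-5-11 XiGFP fibroblast line | Buffer or medium: DMEM containing 5-aza-dC | Compound: Single point | Times: Compounds 3 days, fix/stain 15 min at room temperature | Benchmarks: Positive control ellipticine, 6 µM final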
# EWS-Fli block – blocks EWS/Fli oncoprotein-driven transcription. inhibition, % at 12.6 µM. 350,000 tested, 0.67% active. A673 NR0B1-luciferase reporter, viability-normalised;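 active = mean inhibition of at least 50% after viability correction, with every replicate also passing that limit; inconclusive = mean reaches 50% but only one of two replicates passes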;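 also: firefly luciferase signal divided by Alamar Blue viability fluorescence both relative to DMSO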
# * marks the source's active call; other numbers are inactive results; ? = inconclusive; . = no result given; & = joins results of further samples.
SMILES	ARNT-TACC3 inh	ERp5 block	PAX8 inh HTS	CFTR F508del cor	DENV2 CPE	INS-1E GSIS act	XiGFP reactiv	EWS-Fli block
CCOc1cccc(/C=C2/NC(=O)N(CC(=O)Nc3cccc(C)c3)C2=O)c1O	24	?	-15	1.2	-5	14	0.2	5
C[C@@H]1CCCCO[C@H](CN(C)S(=O)(=O)c2ccc(F)cc2)[C@H](C)CN([C@@H](C)CO)C(=O)c2cc(NC(=O)Nc3ccc4c(c3)OCO4)ccc2O1	0	1	29	-0.1	-5	-4	0.2	9
CC(=O)c1ccc(NC(=O)C2CCN(S(=O)(=O)c3cccnc3)CC2)cc1	1	0	-13	0.6	-2	26	0.6	.
C=CCN1C(=O)[C@@]2(O[C@@H](CCn3cc([C@H](O)c4ccccc4)nn3)[C@H]([Si](C)(C)c3ccc(OC)cc3)[C@H]2C)c2ccccc21	-6	3	6	4.3	-5	.	.	7
O=C(c1ccc2c(=O)n(Cc3ccccc3Cl)c(=S)[nH]c2c1)N1CCOCC1	-5	-1	28	-2.8	5	32	0.0	3
CC(=O)Nc1ccc(NC(=O)Cn2nc([N+](=O)[O-])c(Br)c2C)cc1	-1	-1	11	0.9	-12	12	0.9	-15
Cc1ccc(C)c(N2CCN(c3ccncc3N)CC2)c1	13	2	-21	0.5	3	-24	-0.1	8
CC(C)c1ccc(NS(=O)(=O)c2ccc(-n3cccn3)cc2)cc1	-4	0	3	-0.6	-3	-8	0.0	1
COc1ccc(-c2csc3nc(-c4ccc(C)cc4)oc(=O)c23)cc1OC	-4	-6	.	0.7	4	11	0.5	-18
O=C1CCN(Cc2ccccc2)CCN1[C@H](CSc1ccccc1)c1ccccc1	.	-12&0	-7	-0.5	4	-6&-23	0.2	-54
COc1ccc(/C=N/NC(=S)NC2CCS(=O)(=O)C2)cc1 (stereo not drawn)	-1	.	5	.	.	32	0.0	.
Cc1ccc(S(=O)(=O)N2CCOCC2)cc1NC(=O)COC(=O)c1ccc2c(c1)OCO2	2	4	5	.	1	-15	0.0	3
COc1ccc(Cl)cc1N(CC(=O)N1CCCC1)S(C)(=O)=O	-6	2	28	0.4	15	2	0.2	-1
O=C(c1ccccc1)N1C[C@@H]2[C@H](c3ccccc31)[C@H](CO)N2C(=O)CN1CCOCC1	-2	3	0	2.3	17	-10	0.2	3
COc1ccc(NC(=O)c2c(C)nn(Cc3ccccc3)c2C)cc1S(=O)(=O)N(C)C	3	-11	12	-3.2	5	3	0.2	7
O=C(NNC(=O)[C@H]1CC=CC[C@H]1C(=O)O)c1ccc(Cl)cc1Cl	-1	5	3	-0.2	1	2	0.1	6
Cc1nccn1-c1cc(C(C)(C)C)nc2c(-c3ccccc3)cnn12	.	4	-23	0.3	3	-8	0.2	-14
CC(=O)c1ccc(NC(=O)C2CCCN2S(=O)(=O)c2cccs2)cc1 (stereo not drawn)	13	-1	-2	-4.2	?	3	0.0	-3
O=C(NCCN1CCOCC1)c1cccc2c1C(=O)c1ccc(N3CCCC3)cc1S2(=O)=O	-1	-5	-7	0.1	-5	-2	0.2	-11
Cc1cc(=O)oc2c(C)c(OCC(=O)NCCCN3CCOCC3)ccc12	1	-2	-2	-0.2	11	-1	0.1	.
C[C@@H]1CN([C@@H](C)CO)C(=O)c2cc(NC(=O)Cc3ccccc3)ccc2O[C@@H]1CN(C)C(=O)Nc1ccc(C(F)(F)F)cc1	14	-6	34	-1.2	-2	-33	0.1	.
CCOC(=O)[C@H]1Nc2ccc(Cl)cc2[C@@H]2[C@H]1C1CC(c3ccccc31)N2C(=O)OCc1ccccc1 (stereo partly drawn)	.	4	6	1.5	1	8	0.0	7
CS(=O)(=O)/C(C#N)=C/c1cccn1S(=O)(=O)c1ccccc1	-8	1	-4	-0.1	-7	-14	0.1	3
Cc1cccc(-c2cc3nc4c(c(N5CCC6(CC5)OCCO6)n3n2)CCCC4)c1	-15	5	.	-0.3	.	15	.	-40
CCOC(=O)C1CCN(Cc2cc(=O)oc3c(C)c(C)ccc23)CC1	-7	5	2	4.3	0	-17	0.3	26
COC(=O)c1c(NC(NC(=O)C(C)C)C(Cl)(Cl)Cl)sc2c1CCC2 (stereo not drawn)	-4	-5	-5	.	-4	-8	-0.1	24
CC=Cc1ccc2n(c1=O)C[C@@H]1[C@@H](CO)[C@H](C(=O)NC3CCC3)N[C@H]21 (mixture of isomers)	-7	-3	0	.	-4	10	-0.1	-2
COc1cc(NC(=O)CSc2nnc(NC(C)C)s2)cc(OC)c1OC	-4	1	-6	3.8	.	10	0.9	3
CCOc1ccccc1-c1nc(-c2cccc(Br)c2)no1	1	-6	.	2.4	1	-2	.	4
CSCC[C@H](NC(=O)C(C)(C)Oc1ccc(Cl)cc1)c1nc2ccccc2[nH]1	-1	3	-8	0.8	1	0	0.2	-1
CCN(CC)S(=O)(=O)c1ccc(N(C)Cc2cccc(OC)c2OC)nc1	-1	0	11	3.2	-4	-34	0.0	7
COc1ccc(C#Cc2cnc3c(c2)C(=O)N([C@@H](C)CO)C[C@H](C)[C@@H](CN(C)C(=O)c2ccccc2F)O3)cc1	7	0	.	-0.7	?	-17	-0.2	3
COc1ccc2[nH]c(CN3CCN(CC=C(C)C)C(CCO)C3)c(C)c2c1 (stereo not drawn)	5	-1	-9	0.0	14	-4	-0.1	5
COc1ccc2c(c1)C=C(CN1CCN(C3CCCC3)C(CCO)C1)CO2 (stereo not drawn)	6	0	2	-2.9	3	-6	0.1	-2
Clc1cccc(CNc2nc(-c3cccnc3)nc3ccccc23)c1	-1	0	24	0.7	6	2	0.1	31
Cc1noc(C)c1NC(=O)Nc1cccc2c1O[C@H](CN(C)S(=O)(=O)c1cn(C)cn1)[C@@H](C)CN([C@H](C)CO)C2=O	6&36	-6&3	5	1.5&-1.4	13&3	7&-2	-0.1&0.4	0&-10
CCC/C=C(\CCC)C(NC(=O)OCC(C)C)c1ccc(C(=O)OC)cc1 (stereo not drawn)	-4	1	-1	-0.1	4	-9	0.0	5
O=C(C[C@@H]1C[C@H]2c3cc(NC(=O)CC4CC4)ccc3O[C@H]2[C@H](CO)O1)NCCN1CCCCC1	-7	-8	-14	-2.1	6	17	0.5	-5
CN(N)c1ccc2c(C(F)(F)F)cc(C(F)(F)F)nc2n1	-16	4	-2	3.5	5	22	0.0	4
COc1ccc(S(=O)(=O)N(C)C[C@H]2OCc3ccccc3-c3c(n(C)c4ccccc34)C(=O)N([C@H](C)CO)C[C@@H]2C)cc1	-8	-4	.	-2.5	9	4	0.3	-12
N[C@@H](Cc1ccccc1)C(=O)N1CCC(C(=O)N[C@@H](CCC(=O)O)C(=O)O)CC1	-5	-11	0	-3.7	3	-1	0.0	3
C[C@H](CO)N1C[C@H](C)[C@H](CN(C)S(=O)(=O)c2ccc(Cl)cc2)Oc2c(NS(=O)(=O)c3ccccc3)cccc2C1=O	.	.	0	0.1	-10	2	-1.2	-1
COc1ccc(CNC(=O)C(=O)NCCC2CCCCN2S(=O)(=O)c2cccs2)cc1 (stereo not drawn)	-2	2	46	0.7	-6	-46	0.4	11
Cc1ccc(CNC(=O)[C@H](C)NC(=O)C2CCN(C(=O)[C@@H]3CCCN3C(=O)OC(C)(C)C)CC2)cc1	-16	2	.	3.0	-1	-12	.	-2
Cc1c(Cl)cccc1NC(=O)CCNC(=O)N1CC(=O)Nc2ccccc21	-7	-5	-7	0.8	2	1	-0.1	.
CC(OC(=O)Cn1cnc2c1c(=O)n(C)c(=O)n2C)C(=O)Nc1ccc(Cl)cc1 (stereo not drawn)	-2	0	-13	2.0	1	1	0.3	1
CO[C@H]1CN(C)C(=O)c2cc(NC(=O)CC(F)(F)F)ccc2OC[C@@H](C)N(S(=O)(=O)c2cn(C)cn2)C[C@@H]1C	.	9	-8	-6.1	-6	0	1.1	.
O=C1O[C@H](c2ccccc2)[C@H](c2ccccc2)N2[C@H]1[C@@H](C(=O)N1CCCCCCC1)[C@]1(C(=O)Nc3ccccc31)[C@H]2c1ccccc1OCCO	-5	-4	79*	-5.7	42*	.	.	20
O=C(/C=C/c1ccc(OC(F)F)cc1)Nc1cccc(S(=O)(=O)NC2=NCCCCC2)c1	3	1	-17	-1.9	-5	-31	0.1	-1
Cn1cc(C(=O)C(=O)N2CCCc3ccccc32)c2ccccc21	-3	3	24	2.8	9	0	0.1	20

# Further records follow:
SMILES	ARNT-TACC3 inh	ERp5 block	PAX8 inh HTS	CFTR F508del cor	DENV2 CPE	INS-1E GSIS act	XiGFP reactiv	EWS-Fli block
C=CCSc1nc2sc3c(c2c(=O)n1-c1ccccc1)CCN(C)C3	3	6	-4	4.4	1	3	0.0	-2
Cc1ccc(CNC(=O)[C@H](Cc2ccccc2)NC(=O)C2CCNCC2)cc1	1	11	-13	0.3	-1	-1	0.3	.
COc1ccc(NC(=O)Nc2ccc3c(c2)CC(=O)N([C@H](C)CO)C[C@@H](C)[C@@H](CN(C)Cc2ccc(-c4ccccc4)cc2)O3)cc1	-5	10	43	-3.5	-2	2	-1.3	-2
CC1(C(=O)NCc2cccnc2)Cc2c(-c3cccc(C(F)(F)F)c3)ccnc2O1 (stereo not drawn)	.	4	.	-2.0	0	-31	-0.1	6
C[C@H](CO)N1C[C@H](C)[C@@H](CN(C)S(=O)(=O)c2ccc(Cl)cc2)Oc2c(NC(=O)c3cnccn3)cccc2C1=O	.	.	.	-0.8	.	12	-1.0	0
O=C(COC(=O)CNC(=O)c1cccc(F)c1)NCCC1=CCCCC1	-10	-2	5	.	14	10	0.2	1
CCn1cc(CNC(=O)C2CCC(=O)N(CCc3cccc(F)c3)C2)cn1 (stereo not drawn)	-9	3	5	1.9	4	-3	0.1	4
CCSC1OC(C(COC(C)=O)OC(C)=O)C(OC(C)=O)C1NC(C)=S (stereo not drawn)	-1	7	-14	0.3	3	16	0.3	-2
COc1cccc(NC(=O)Nc2cccc(C(=O)O)c2)c1	-2	-1	80*	-2.5	0	2	0.0	75*
O=C(CCN1CCN(Cc2ccccc2)CC1)NNC(=O)Cc1ccc(Cl)c(Cl)c1	8	.	27	.	.	-1	0.0	.
COc1ccc(NC(=O)CCCN(C)S(=O)(=O)c2ccc(C)cc2)cc1	0	.	5	.	.	-7	0.2	.
COCCN1C(=O)c2cc(C(=O)Nc3ccc(OC)c(OC)c3)ccc2C1Nc1ccc(OC)c(OC)c1 (stereo not drawn)	-2	2	18	.	-5	-6	0.0	-1
CCOC(=O)N1CCC(N2C(=O)c3ccccc3C2Nc2cc(C(=O)OC)cc(C(=O)OC)c2)CC1 (stereo not drawn)	-5	-1	11	-4.9	-6	.	0.0	3
Cc1ccc(S(=O)(=O)N2CCN(CC(=O)N/N=C\C(Cl)=C\c3ccccc3)CC2)cc1	-2	.	3	.	.	-35	0.1	.
COc1ccc(F)c(CN2CCC(N3CCC(C(=O)N4CCOCC4)CC3)CC2)c1	-3	-2	-3	0.0	-1	6	0.0	13
Cc1cc(/C=N/NC(=O)c2cccs2)c(C)n1-c1cnccn1	.	-5	-130	.	1	11	-0.1	-78

# Random draw from the library; 4.2% or so of the library scored in one or more.
